From PubChem
aGlu spleen mod: qHTS Assay for Inhibitors and Activators of Human alpha-Glucosidase From Spleen Homogenate; actives 0.006% (n = 240,000); Potency, µM (titrated, usually from 79.9 µM), without a hit: at the top dose activity change, negative = inhibition, usual class: inhibitors; human spleen homogenate, 4-MU-alpha-glucoside fluorescence; Lysosomal alpha-glucosidase (Homo sapiens), P10253;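 also: potency is read from the fitted curve at half-maximal effect; 0% = enzyme with vehicle and -100% = no enzyme basal signal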
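Human spleen homogenate (1 ug) with 4-methylumbelliferyl-alpha-D-glucopyranoside (1 mM final) in 50 mM citrate/phosphate pH 5.0, 0.01% Tween-20; 40 min at 37 C. Stopped at pH 10; 4-MU fluorescence Ex 365/Em 440 nm; AC50 by Hill fit.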
CBFb-RUNX1 inh: qHTS Assay for Compounds Blocking the Interaction Between CBF-beta and RUNX1 for the Treatment of Acute Myeloid Leukemia; Potency, µM (highest dose often 59.8 µM), inactives show at the highest dose activity, negative = inhibition, hits mostly inhibitors; AlphaScreen CBFb-His/RUNX1-biotin binding, biochemical; 230,000 tested, under 10 active; Runt-related transcription factor 1 (Homo sapiens) + Core-binding factor subunit beta …; also: % of control where 0% means no effect
Target sequence (Q01196 whole entry, looked up): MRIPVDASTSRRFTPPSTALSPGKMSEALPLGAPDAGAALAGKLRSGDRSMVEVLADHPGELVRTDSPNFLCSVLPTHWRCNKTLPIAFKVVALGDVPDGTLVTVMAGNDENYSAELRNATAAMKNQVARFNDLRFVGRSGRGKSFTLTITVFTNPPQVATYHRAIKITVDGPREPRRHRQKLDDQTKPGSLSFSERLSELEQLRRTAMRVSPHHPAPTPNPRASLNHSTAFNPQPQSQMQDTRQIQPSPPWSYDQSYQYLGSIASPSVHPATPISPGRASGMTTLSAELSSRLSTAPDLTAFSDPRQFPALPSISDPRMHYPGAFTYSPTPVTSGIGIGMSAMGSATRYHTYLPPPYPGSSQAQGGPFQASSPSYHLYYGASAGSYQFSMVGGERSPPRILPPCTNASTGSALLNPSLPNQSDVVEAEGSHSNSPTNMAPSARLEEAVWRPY
Target sequence (Q13951 whole entry, looked up): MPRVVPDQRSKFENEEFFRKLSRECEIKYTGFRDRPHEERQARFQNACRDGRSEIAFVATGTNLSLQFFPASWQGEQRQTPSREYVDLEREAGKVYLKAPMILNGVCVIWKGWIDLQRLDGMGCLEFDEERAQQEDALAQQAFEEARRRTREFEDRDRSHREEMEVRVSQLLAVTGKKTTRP
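AlphaScreen binding: CBFb-His and RUNX1-biotin (30 nM each) preincubated 20 min, compound added for 15 min, then nickel and streptavidin beads for 90 min, all at room temperature. Disruption of the interaction by any mechanism counts as activity.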
HttQ103 aggreg: qHTS Multiplex Assay to Identify Dual Action Probes in a Cell Model of Huntington: Aggregate Formation (GFP). actives 1.1% (n = 220,000). Potency, µM (highest dose often 46.1 µM), for inactives: at the top dose activity change, negative = inhibition, most hits filed as inhibitors. AID 1688, 2009. PC12 HttQ103-GFP aggregates, Acumen cytometry, 40 h; also: potency is read from the fitted curve at half-maximal effect; % is scaled to controls: 0 for no effect and ±100 for the full control effect; nearly all actives have a fitted effect of over 60% in size
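Aggregates are detected as GFP objects 1–25 µm with signal 6 STDEV over background in lysates of induced PC12 cells. These carry Huntingtin exon 1 with 103 glutamines fused to GFP under an ecdysone promoter; compounds titrated.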
Lamin A splicing: qHTS Assay for Modulators of Lamin A Splicing | HeLa LMNA splicing GFP/RFP minigene ratio, 48 h | Potency, µM (top dose mostly 46.1 µM), without a hit: top-dose ratio change, negative = inhibition, actives largely listed as inhibitors | actives 0.01% (n = 200,000) | AID 1487, 2009; active = well fitted inhibition curve with a large enough effect in the signal ratio, with a control signal flat, not every such curve was filed as active; inconclusive = small, poorly fitted or top-dose-only effect, or effect the other way, or a change in a side signal; the % refers to the signal ratio; also: potency is read from the fitted curve at half-maximal effect; % is scaled to controls: 0 for no effect and ±100 for the full control effect
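S3 HeLa stable clones carrying a lamin A-EGFP splicing minigene plus DsRed2 were seeded at 600 cells/well in Opti-MEM with 2% FBS, pin-dosed and incubated 48 h at 37°C. Acumen cytometry (488 nm) gave the GFP/RFP total-intensity ratio.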
HTT ATP protect: qHTS Multiplex Assay to Identify Dual Action Probes in a Cell Model of Huntington: Cytoprotection (ATP). actives 0.14% (n = 230,000). PC12 HTT-Q103 induced, cytoprotection, ATP luminescence, 40 h. Potency, µM (highest dose often 56.4 µM), inactives show cytoprotection (ATP increase), hits mostly activators;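 also: potency is read from the fitted curve at half-maximal effect; % of control where 0% means no effect; nearly all actives have a fitted effect of over 45% in size; toxic huntingtin expression switched on by the ecdysone agonist tebufenozide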
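PC12 cells with ecdysone-inducible HTT exon 1 Q103-GFP, induced with 100 nM tebufenozide and co-treated with library compounds in a dose series (1536-well, 1500 cells/well). Cytoprotection read as ATP content by ATPlite luminescence.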
GAA glycogen: qHTS Assay for Inhibitors and Activators of Human alpha-Glucosidase Cleavage of Glycogen; Lysosomal alpha-glucosidase (Homo sapiens), P10253; actives 0.38% (n = 300,000); Potency, µM (titrated, usually from 76.4 µM), for the others: at the top dose activity change, negative = inhibition, hits mostly inhibitors; recombinant GAA, glycogen substrate, Amplex Red glucose oxidase fluorescence; AID 2100, 2009;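 also: potency is read from the fitted curve at half-maximal effect; 0% = full enzyme reaction and -100% = no-enzyme basal signal; the screen sought inhibitors and activators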
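Natural-substrate format: glycogen cleavage by 4 nM human enzyme, glucose read by Amplex Red coupling (Ex 573, Em 610 nm). Normalized to enzyme and no-enzyme controls.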
GAA inh: qHTS Assay for Inhibitors of Human alpha-Glucosidase as a Potential Chaperone Treatment of Pompe Disease. purified human GAA, 4-MU-alpha-glucoside fluorescence. AID 1466, 2008. Potency, µM (titrated, usually from 76.9 µM), inactives show at the top dose activity change, negative = inhibition, usual class: inhibitors. actives 0.005% (n = 200,000). Lysosomal alpha-glucosidase (Homo sapiens), P10253;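 also: potency is read from the fitted curve at half-maximal effect; plate controls were uninhibited enzyme wells for no effect and no-enzyme background for full effect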
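qHTS format, compound range up to 77 uM. Human lysosomal enzyme at 4 nM, 400 uM 4-MU glucoside substrate, pH 5.0, 20 min room temperature; fluorescence after alkaline stop gives activity normalized to controls.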
Starred values were filed as active, the others as inactive; u = inconclusive; x = not tested or not shown; & = joins results of further samples; [ ] = remark or other dose. Unless noted, calls follow the shape of the dose curve; as a rule, active = well fitted curve in the direction sought with a large enough effect; inconclusive = small, poorly fitted or top-dose-only effect, or another doubt; inactive = no such curve, though single readings can be large; an effect the other way counts as inactive or inconclusive.

SMILES	aGlu spleen mod	CBFb-RUNX1 inh	HttQ103 aggreg	Lamin A splicing	HTT ATP protect	GAA glycogen	GAA inh
O=C(O)c1ccc2cccc(Cl)c2c1O	-3%	-2%	-17%	4%	8%	-13%	1%
O=C(Cn1cc(C(=O)c2cccs2)c2ccccc21)NCc1cccs1	-6%	2%	2%	-16%	-17%[10 µM]	-11%	-13%
O=C(CCCC(=O)OCC(=O)c1ccc(Cl)cc1Cl)Nc1cc(C(F)(F)F)ccc1Cl	-12%	15%	21%	-7%	-2%	-8%	-3%
O=C(Cc1ccc(-n2c(=O)c3sccc3n(Cc3ccc(F)cc3)c2=O)cc1)NCc1ccco1	4%	-8%	-1%	4%	-14%	6%	-9%
C=C(C)C1CC=C(C)/C(=N/Nc2ccccc2[N+](=O)[O-])C1 (stereo not drawn)	2%	u	-1%	-8%	17%[10 µM]	-2%	2%
Cc1cc(OCCCn2ccnc2)cc(C(C)C)c1	-5%	0%	u	28%[46 µM]	-11%	-14%	8%
COc1cc(N2CCCC2)c(OC)cc1/C=C(/C#N)c1ccc(F)cc1	0%	-27%	-22%	u	-4%[10 µM]	11%	-1%
CCC(=O)N(Cc1c(C)nn(-c2ccccc2)c1Cl)c1ccc(Cl)cc1	-5%	24%	-16%	u	-22%[10 µM]	-6%	-3%
COc1cc(O)ccc1C=O	4%	3%	14%[9.22 µM]	x	4%[10 µM]	-5%	x
COc1ccc(-c2nnn3c2nc(NCc2ccccc2)c2ccccc23)cc1	5%	1%	-3%	-8%[46 µM]	16%[10 µM]	2%	-3%
O=c1c2c(-c3cccs3)csc2ncn1-n1cccc1	-10%	0%	0%	4%	-4%	11%	-1%
Cc1cc(C)c2c(=O)[nH]n(C3CCCCCC3)c2n1	1%	3%	-6%[9.22 µM]	-4%[46 µM]	-11%[10 µM]	7%	10%
C[C@H](NC(=O)c1nc[nH]c1C(=O)N[C@@H](C)c1ccccc1)C(=O)OC(C)(C)C	3%	13%	16%[9.22 µM]	x	4%[10 µM]	6%	x
COc1ccccc1NC(=O)/C(C#N)=C/c1c(C)nn(-c2ccc(F)cc2)c1Cl	-1%	-4%	4%	2%	19%[10 µM]	-1%	0%
CCN1C(=O)C2(C(C#N)=C(N)Oc3n[nH]c(-c4ccc(Cl)cc4)c32)c2ccccc21 (stereo not drawn)	-8%	-6%	u	-21%	27%	-1%	-2%
CCOC(CNC(=O)c1ccc2c(c1)ncn2-c1ccc(F)c(F)c1)OCC	2%	2%	20%	15%[46 µM]	-33%[inhibitor]	x	-3%
COc1ccc(/C=N/NC(=O)c2ccn[nH]2)cc1Cn1cc([N+](=O)[O-])cn1	-1%	5%	26%[9.22 µM]	x	36%[10 µM]	0%	x
Cc1ccc(C)c(SCC(=O)Nc2cccc(S(=O)(=O)NC3=NCCCCC3)c2)c1	-4%	-8%	-6%	u	x	-4%	-5%
Cc1nn(C)c(C(=O)NNC(=S)NCc2ccco2)c1Cl	10%	0%	-2%	-20%	0%[10 µM]	u	-5%
O=S1(=O)CCN2C(=N1)SC1=C2CCN(Cc2ccccc2)C1	-1%	7%	-10%	u	5%[10 µM]	-4%	-9%
COc1ccc2nc(SCC(=O)NCCc3ccccc3)[nH]c2c1	-2%	6%	-9%[9.22 µM]	x	7%[10 µM]	-5%	x
CCNC(=S)NNc1ccccc1	-2%	1%	0%[9.22 µM]	x	22%[10 µM]	u	x
COc1ccc(NC(=O)COC(=O)CCCc2c[nH]c3ccccc23)cc1	-4%	7%	-5%	-1%	29%	-3%	-4%
CNc1nnc(-c2ccco2)s1	3%	11%	1%[9.22 µM]	13%[46 µM]	3%[10 µM]	-8%	-3%
COc1ccc(NCc2nnc(SCC(=O)c3ccc(OC)cc3)o2)cc1	-1%	-14%	-2%	-3%	-5%	-18%	2%

(cont.)
SMILES	aGlu spleen mod	CBFb-RUNX1 inh	HttQ103 aggreg	Lamin A splicing	HTT ATP protect	GAA glycogen	GAA inh
CC(OC(=O)c1ccc2c(=O)n3c(nc2c1)CCCCC3)C(=O)Nc1ccc(F)cc1Cl (stereo not drawn)	5%	-4%	-17%	-7%	6%[10 µM]	2%	9%
O=C(c1ccc(CN2CCc3ccccc3C2)cc1)N1CCCCC1	-5%	6%	-25%	3%	-10%	0%	-3%
NS(=O)(=O)c1cccc2c1c([N+](=O)[O-])cc1[nH]c(=O)c(=O)[nH]c12	-9%&-23%	u	x	x	-2%	x	x
Cc1nc2cc(O)ccc2n1C	3%	5%	6%	7%	-16%	-23%	-6%
Cc1csc2nc(CNS(=O)(=O)c3ccc4c(c3)CCCC4)cn12	2%	10%	-17%	-13%	26%	3%	-2%
CCS(=O)(=O)N1CCN(c2ccccc2)CC1	-7%	1%	-10%[9.22 µM]	x	-9%[10 µM]	4%	x
C=CCN(c1ccccc1)S(=O)(=O)c1c(C)[nH]c(=O)[nH]c1=O	-1%	-5%	1%	-6%[9.22 µM]	-13%	12%	-2%
Cc1ccc(C)c(NC(=S)NCc2ccc3[nH]c4c(c3c2)CCCC4)c1	-13%	u	u	u	x	u	2%[15.4 µM]
COc1c(C)cc(Br)cc1C(=O)Nc1ccc(N2CCN(S(C)(=O)=O)CC2)cc1	-2%	9%	-4%	-5%	3%[0.074 µM]	2%	-2%
COc1cc(NC(=O)C2CCCN(S(=O)(=O)c3cnc[nH]3)C2)cc(OC)c1 (stereo not drawn)	-1%	-1%	-10%	0%	-4%	4%	-1%
COc1cc(OC)cc(C(=O)N2CCN(C(=O)COc3ccc4ccccc4c3)CC2)c1	3%	-5%	-3%	6%	-51%[inhibitor][10 µM]	2%	-3%
CC1CCC2C(=O)N3CCCC3C(=O)N2C1c1ccc(Br)cc1 (stereo not drawn)	3%&2%[17.4 µM]	11%&10%[13.1 µM]	x	x	u	x	x
O=S(=O)(Nc1ccc2c(c1)nc1n2CCOC1)c1ccc(Cl)cc1	0%	-1%	-4%	u	-3%	0%	3%
Cc1ccc(OCCSc2nnc(C)c(=O)n2N)cc1	-9%	8%	-3%	x	-32%[inhibitor]	5%	4%
CC(C)/C(=N/Nc1ccccc1[N+](=O)[O-])c1ccccc1	4%	u	17%[9.22 µM]	x	8%[10 µM]	-9%	-2%
COc1ccc(C(=O)N2CCN(C(=O)c3ccco3)CC2)cc1	-5%	6%	2%	1%	30%[10 µM]	8%	2%
Cn1c(-c2ccc(Br)cc2)cnc1NCc1cccnc1	-4%	2%	-8%	10%	20%	u	0%
O=C(OCCN1C(=O)c2ccccc2C1=O)c1cc(=O)[nH]c2ccccc12	-26%	-2%	-10%	-6%	-17%[10 µM]	2%	-3%
O=C(CCCc1ccccc1)N1CCc2ccccc21	6%	13%	-10%[9.22 µM]	1%	-18%[10 µM]	2%	2%
Fc1ccc(NC(=S)NCCc2ccccc2)c(F)c1F	-1%	1%	-9%	-11%	2%	-8%	-9%
C=CCn1c(SCc2cc(=O)n3ccsc3n2)nc2cc(Cl)ccc2c1=O	-28%	11%	14%	x	u	-2%	-9%
CC1CN(Cc2nc3c(c(=O)n(C)c(=O)n3C)n2Cc2cccc(Cl)c2)CC(C)O1 (stereo not drawn)	1%	7%	-4%	-11%	9%[10 µM]	3%	-3%
CC(C)Sc1n[nH]c2nc3c(c(=O)n12)C1(CCCC1)Cc1ccccc1-3	-5%	1%	24%	-2%	-9%	-14%	-1%
Cc1ccccc1NC(=O)C[n+]1cc(-c2ccccc2)n2c1CCC2	12%	8%	2%[9.22 µM]	x	-3%[10 µM]	3%	x
O=C(NCCCN1CCOCC1)c1ccc2c(c1)N(Cc1ccccc1)CCS2	u	-11%	-15%[9.22 µM]	x	5%[10 µM]	-12%	x
CCN(Cc1ccccc1)C(c1ccccn1)c1nnnn1C(C)(C)CC (stereo not drawn)	4%	8%	9%	6%	13%	-14%	2%
CCOc1ccccc1NC(=O)CSc1ccc([N+](=O)[O-])cc1	7%	-12%	22%	-17%[46 µM]	-21%	-20%	-9%
Cc1ccsc1C(=O)OCC(=O)c1cc2ccccc2o1	-7%	20%	12%	2%	-8%	1%	-4%
Brc1cccc(OCCN2CCCCC2)c1	2%	-5%	10%	-8%	15%[10 µM]	-5%	u
O=[N+]([O-])c1c(N2CCN(CCO)CC2)nc2ccccn12	-2%	14%	-9%[9.22 µM]	x	4%[10 µM]	-6%	u

Of the compounds above, 7 contain fluorine.
SMILES	aGlu spleen mod	CBFb-RUNX1 inh	HttQ103 aggreg	Lamin A splicing	HTT ATP protect	GAA glycogen	GAA inh
O=C(CCCC(=O)OCC(=O)c1ccc(Cl)cc1Cl)Nc1cc(C(F)(F)F)ccc1Cl	-12%	15%	21%	-7%	-2%	-8%	-3%
O=C(Cc1ccc(-n2c(=O)c3sccc3n(Cc3ccc(F)cc3)c2=O)cc1)NCc1ccco1	4%	-8%	-1%	4%	-14%	6%	-9%
COc1cc(N2CCCC2)c(OC)cc1/C=C(/C#N)c1ccc(F)cc1	0%	-27%	-22%	u	-4%[10 µM]	11%	-1%
COc1ccccc1NC(=O)/C(C#N)=C/c1c(C)nn(-c2ccc(F)cc2)c1Cl	-1%	-4%	4%	2%	19%[10 µM]	-1%	0%
CCOC(CNC(=O)c1ccc2c(c1)ncn2-c1ccc(F)c(F)c1)OCC	2%	2%	20%	15%[46 µM]	-33%[inhibitor]	x	-3%
CC(OC(=O)c1ccc2c(=O)n3c(nc2c1)CCCCC3)C(=O)Nc1ccc(F)cc1Cl (stereo not drawn)	5%	-4%	-17%	-7%	6%[10 µM]	2%	9%
Fc1ccc(NC(=S)NCCc2ccccc2)c(F)c1F	-1%	1%	-9%	-11%	2%	-8%	-9%
